# Screening data deposited in PubChem by Sanford-Burnham Center for Chemical Genomics.
# NR3A LBD binder – modulators (binders) of human NR3A ligand-binding domain. AID 1259313. NR3A LBD differential scanning fluorimetry, Tm shift; 0% = protein alone, 100% = glycine-bound protein. 340,000 tested, 2.5% active. Tm shift relative to glycine control, % at 25 µM;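 active means melting temperature shift of at least 10% of the positive control shift, at one fixed dose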
# A3G deaminase – APOBEC3G (human) deaminase inhibition; Q9HC16; recombinant A3G, ssDNA deamination FAM/TAMRA fluorescence; inhibition, % at 20 µM; 330,000 tested, 0.28% active; AID 493012;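 active means inhibition of at least 40% at 20 µM, with no more than 30% in the related APOBEC3A deaminase screen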;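 further: plate controls were DMSO wells with A3G for no effect and wells lacking A3G enzyme for full effect; some compounds called inactive have numbers as strong as hits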
# CCR6 antag – CCR6 (human) receptor antagonism; CHO-K1 CCR6 PathHunter beta-arrestin, luminescence, CCL20-stimulated; inhibition, % at 20 µM; 340,000 tested, 0.49% active;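 active means compounds whose inhibition of the agonist-driven luminescence signal at 20 µM reaches about 50%, limit read from the data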;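 further: cells stimulated with CCL20 at 14 nM final; plate controls were DMSO with CCL20 for no effect and DMSO without agonist for full effect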
# Target sequence (P51684 whole entry, looked up): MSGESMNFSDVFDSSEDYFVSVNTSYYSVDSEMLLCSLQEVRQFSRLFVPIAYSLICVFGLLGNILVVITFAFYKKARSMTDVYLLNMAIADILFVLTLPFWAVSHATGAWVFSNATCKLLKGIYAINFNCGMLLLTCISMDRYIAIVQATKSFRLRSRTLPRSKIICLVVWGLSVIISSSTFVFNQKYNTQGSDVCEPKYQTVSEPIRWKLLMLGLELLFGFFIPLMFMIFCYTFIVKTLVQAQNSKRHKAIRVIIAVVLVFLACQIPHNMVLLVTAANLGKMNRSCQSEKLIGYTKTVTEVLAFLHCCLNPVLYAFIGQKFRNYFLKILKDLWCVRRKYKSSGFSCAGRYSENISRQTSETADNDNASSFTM
# EBI2 antag – blocks human EBI2 receptor beta-arrestin signaling; P32249; EBI2 beta-arrestin recruitment, luminescence, 7a,25-OHC stimulated; inhibition, % at 5 µM; 360,000 tested, 0.81% active; AID 651636; in the data active means inhibition above about 38%;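 further: enzyme fragment complementation signal reports receptor beta-arrestin coupling in cells; 0% = agonist plus DMSO wells and 100% = wells without agonist; some results beyond the cut were filed as inactive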
# Target sequence (P32249 whole entry, looked up, the tested form may be a part): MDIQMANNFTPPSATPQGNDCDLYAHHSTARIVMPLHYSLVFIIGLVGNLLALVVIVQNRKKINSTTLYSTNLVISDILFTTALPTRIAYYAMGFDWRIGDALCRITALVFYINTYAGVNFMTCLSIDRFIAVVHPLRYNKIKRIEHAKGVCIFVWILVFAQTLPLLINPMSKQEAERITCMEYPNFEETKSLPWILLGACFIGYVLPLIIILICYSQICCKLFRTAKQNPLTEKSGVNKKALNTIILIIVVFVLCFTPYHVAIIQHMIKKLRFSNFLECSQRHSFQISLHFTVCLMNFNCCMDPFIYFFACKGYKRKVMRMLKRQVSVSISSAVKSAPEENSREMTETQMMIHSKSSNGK
# A3A deaminase – human APOBEC3A DNA deaminase inhibition; inhibition, % at 20 µM; AID 493011; P31941; recombinant A3A, FAM/TAMRA ssDNA deamination fluorescence; 330,000 tested, 0.41% active;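 active means at least 40% inhibition at 20 µM here, with at most 30% in a related deaminase screen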;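 further: plate controls were A3A with DMSO for no effect and wells lacking A3A enzyme for full effect; some results filed as inactive read as strong as hits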
# MPTP inh – permeability transition pore inhibition. inhibition, % at 10 µM. isolated mouse mitochondria, Ca2+ swelling absorbance, 30 min. 360,000 tested, 1.4% active;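 active means inhibition of 50% or more, scaled per plate between neutral and stimulator controls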;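 further: 0% = DMSO wells given calcium and 100% = 1 mM EGTA wells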
# CXCR6 inh – blocks human CXCR6 beta-arrestin recruitment; inhibition, % at 20 µM; AID 602244; 360,000 tested, 0.36% active; O00574; CHO-K1 PathHunter CXCR6 beta-arrestin, luminescence; in the data active means inhibition above about 34%, passing the limit was not always enough;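 further: antagonist mode with CXCL16 agonist at 10 nM final; 0% = 10 nM CXCL16 with DMSO and 100% = unstimulated wells without agonist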
# Target sequence (O00574 whole entry, looked up): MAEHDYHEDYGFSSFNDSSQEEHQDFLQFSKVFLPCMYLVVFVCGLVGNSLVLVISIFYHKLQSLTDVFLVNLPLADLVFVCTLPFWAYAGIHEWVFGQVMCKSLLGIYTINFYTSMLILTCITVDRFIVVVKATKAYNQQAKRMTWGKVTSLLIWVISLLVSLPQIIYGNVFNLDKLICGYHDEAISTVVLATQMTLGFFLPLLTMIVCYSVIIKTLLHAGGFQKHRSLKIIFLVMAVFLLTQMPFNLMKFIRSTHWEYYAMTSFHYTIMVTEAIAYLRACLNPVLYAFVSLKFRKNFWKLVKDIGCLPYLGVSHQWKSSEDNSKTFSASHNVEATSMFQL
# Gli-Sufu antag – blocks Gli-Sufu signaling in a luciferase reporter; inhibition, % at 5 µM; Sufu-KO-LIGHT fibroblasts, Gli luciferase reporter luminescence; AID 588413; 340,000 tested, 0.74% active;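 active means inhibition above about 55%, limit read from the data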;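 further: 0% = DMSO-treated cells and 100% = wells with medium but no cells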
# * hit, by the source's call; · = not tested or not shown.
SMILES,NR3A LBD binder,A3G deaminase,CCR6 antag,EBI2 antag,A3A deaminase,MPTP inh,CXCR6 inh,Gli-Sufu antag
Fc1cc(F)cc(NC(=S)N2CCN(c3ncccn3)CC2)c1,4,-4,-3,-7,-3,6.8,-3,-25
COc1ccc(NC(=O)Nc2cnccn2)cc1,-8,-3,2,-8,4,0.9,-7,-4
COc1cccc(C(Nc2ccccn2)c2oc(CO)cc(=O)c2O)c1 (centres undefined),-5,-13,4,7,-7,1.6,-5,-2
COC(=O)c1cn(C)c2ccc(S(=O)(=O)N3CCCC3)cc2c1=O,3,-3,0,-3,2,-0.2,-9,1
CC(NC(=S)Nc1ccc(Cl)cc1)C(c1ccccc1)N1CCOCC1 (centres undefined),-2,-2,23,-2,-1,7.5,-8,4
CC1CN(S(=O)(=O)c2cccc(C(=O)OCc3cc(=O)oc4cc(O)ccc34)c2)CC(C)O1 (centres undefined),-8,1,4,11,12,6.2,-2,5
Nc1c(/C=C2/C=CC(=O)C(O)=C2)c(=O)nc2sc(CC(=O)N3CCOCC3)nn12,1,·,15,12,·,0.4,20,7
Cc1cc(C)n(-c2nc3c(c(=O)[nH]c(=O)n3C)n2CC(O)COc2ccccc2)n1 (centres undefined),0,-9,5,-14,-6,-2.7,-16,4
Cc1nn(C)c(C(=O)Nc2ccc(Cl)c([N+](=O)[O-])c2)c1Cl,-1,-4,10,-5,-2,1.9,6,8
Cc1ccc(S(=O)(=O)N2CCN(C(=O)CN3C(=O)NC4(CCCCC4)C3=O)CC2)c(C)c1,-3,-10,10,2,-1,0.3,-2,0
COc1ccc(OCCNC(=O)c2cc(C3CC3)nc3c2cnn3C(C)C)cc1,-3,-4,15,9,-1,2.0,2,4
CC(C)Oc1ccc2ccccc2c1C=O,-1,-3,-9,-30,-1,-2.2,-2,-18
O=C(CCCNC(=O)c1ccc(Cl)cc1)Nc1ccc(F)c(S(=O)(=O)N2CCOCC2)c1,0,3,22,-7,0,-0.4,-1,·
Cc1cc(Cl)ccc1OC(C)C(=O)NN=C1CCCCCC1 (centres undefined),0,-2,24,-1,-2,-0.3,7,18
Cc1cc(C)c(OCC(=O)Nc2ccc3c(c2)OCO3)cc1C,1,-5,-2,-5,-1,3.5,-2,12
CCN(CC)CCCN(C(=O)Cn1nnc(-c2ccc(OC)c(OC)c2)n1)C(C(=O)NC(C)(C)C)c1ccc(F)cc1 (centres undefined),0,-6,-1,-5,-1,1.3,0,15
Nc1nnnn1CC(=O)N/N=C/c1ccc(-c2cccc(Cl)c2)o1,-2,0,-8,-15,-2,0.8,-2,-1
CCn1c(=O)c([N+](=O)[O-])c(NCc2ccco2)c2ccccc21,0,-8,-3,3,-4,4.3,-6,0
COC(=O)C(NC(C)=O)(Nc1cccc(C)n1)C(F)(F)F (centres undefined),-1,-8,-16,-12,-4,-0.6,7,3
Cc1ccc(OC(C)c2nnc(N)s2)cc1Cl (centres undefined),1,-9,-9,-11,-4,-2.4,5,-5
Cc1ccc(OCCCC(=O)Nc2ccc(S(=O)(=O)N3CCOCC3)cc2)cc1,28*,-7,16,12,-2,2.5,-6,3
Cc1cccc(C(=O)NCC(=O)N2CCN(S(=O)(=O)c3ccccc3)CC2)c1,-2,4,-7,12,-4,-2.8,4,0
Cc1ccccc1N1C(=O)C(Cl)=C(N2CCCCCC2)C1=O,1,-4,18,-6,-1,-2.2,5,8
CC(C)N1CCC(N2CCN(CCCc3ccccc3)CC2CCO)CC1 (centres undefined),-4,1,15,-7,1,-1.7,8,60*
CCOc1c(Cl)cc(/C=C/C(=O)N(CC)CC(=O)Nc2ccc(NC(C)=O)cc2)cc1OC,-6,-12,4,11,1,-1.2,-1,21
Cc1ccc(S(=O)(=O)Nc2ccccc2-c2nc3ccccc3[nH]c2=O)cc1,1,-8,6,0,0,-0.1,10,-5
Cc1ncc([N+](=O)[O-])n1CCN1C(=O)c2ccccc2C1=O,1,-7,-3,1,-1,1.0,-9,27
COc1ccc(C(=O)NC(CC(=O)O)c2cc([N+](=O)[O-])ccc2Cl)c(SC)c1 (centres undefined),0,-2,-9,-12,0,-1.4,1,-1
Cc1nn(Cc2ccccc2Cl)c(C)c1NC(=O)CCCn1nc(C)c([N+](=O)[O-])c1C,1,-4,3,3,-4,0.7,-1,4
O=P(OC1CCS(=O)(=O)C1)(c1ccccc1)c1ccccc1 (centres undefined),1,7,4,-32,1,-0.2,4,-2
CCCCCOC(=O)C1=C(C)NC(=O)NC1c1ccc(N(C)C)cc1 (centres undefined),2,-8,1,3,-8,-0.3,-6,-12
N/C(=N\OC(=O)Nc1ccc(Cl)cc1)c1ncc(C(F)(F)F)cc1Cl,7,-5,1,-16,-3,56*,0,8
COCCn1cnnc1SCC(=O)Nc1cccc(S(=O)(=O)N2CCCCCC2)c1,1,-6,17,-6,-1,0.0,-1,-6
COc1ccc2c(CC(=O)OCC(=O)NC(=O)c3cccn3C)coc2c1,-1,-8,0,-9,-4,4.0,-4,-4
O=c1cc(CN2CCN(Cc3ccccc3)CC2)c2cc(O)ccc2o1,0,-10,-1,-3,-6,2.7,-9,4
COc1ccc(-c2nc3c(c(=O)[nH]c(=O)n3Cc3ccccc3)n2Cc2ccccc2)cc1,0,-8,8,45*,-5,11,3,10
CCN1CNC(=S)N(CCc2ccccc2)C1,0,5,-2,-5,7,-2.1,10,-5
CC(C)CCN1CCN(Cc2cnc(N3CCCC3)s2)CC1CCO (centres undefined),-1,7,-2,3,5,-0.2,6,7
OC(CCN1CCC2(CC1)OCCO2)C(F)(F)F (centres undefined),1,-4,-2,3,3,0.4,-10,4
FC(F)(F)c1cccc(OCCOCCn2cncn2)c1,2,-1,-7,0,-2,-0.7,-1,-1
Cn1c(Cn2nnc3ccccc32)nnc1SCC(=O)c1ccc(F)cc1,0,-1,3,10,-1,1.9,2,2
O=C(NCCCOC(=O)c1ccccc1)c1ccccc1,-6,·,-5,4,·,-0.9,0,0
CC(C)(C)c1ccc(OCC(O)CN2CCN(C(=O)c3ccccc3)CC2)cc1 (centres undefined),-2,-1,-2,2,-9,-0.3,-8,5
NNC(=O)c1cc(-c2ccco2)[nH]n1,1,-6,-6,-2,-2,-0.5,-20,-13
Cc1ccc(Cl)cc1NC(=O)COC(=O)CC(C)(C)C,0,-4,-3,-1,5,-0.6,5,2

# Record cards (already shown). Values in the order: NR3A LBD binder, A3G deaminase, CCR6 antag, EBI2 antag, A3A deaminase, MPTP inh, CXCR6 inh, Gli-Sufu antag
# Cc1ccc(S(=O)(=O)Nc2ccccc2-c2nc3ccccc3[nH]c2=O)cc1 in the list: 1, -8, 6, 0, 0, -0.1, 10, -5
# Cc1nn(C)c(C(=O)Nc2ccc(Cl)c([N+](=O)[O-])c2)c1Cl in the list: -1, -4, 10, -5, -2, 1.9, 6, 8

# New compounds follow:
SMILES,NR3A LBD binder,A3G deaminase,CCR6 antag,EBI2 antag,A3A deaminase,MPTP inh,CXCR6 inh,Gli-Sufu antag
CCCS(=O)(=O)N1CCCC(C(=O)NCCc2ccc(OC)c(OC)c2)C1 (centres undefined),0,-5,-6,-7,1,-1.3,-6,0
Cc1ccc(OCc2ccc(C(=O)Nc3nc4ccccc4n3Cc3ccccc3)o2)c([N+](=O)[O-])c1,-3,-2,4,15,-1,2.0,-3,-4
CC(C)(C)SCCNS(=O)(=O)c1ccc(C#N)cc1,2,-7,0,-4,-4,3.6,-7,-14
O=C(Nc1ccccc1)N1C2CCC1CC(O)(c1cccnc1)C2 (centres undefined),-1,-3,8,-6,1,-5.0,-20,-4
Nc1nnc(SCC(=O)OCC(=O)Nc2ccc(Br)cc2F)s1,-3,-7,-9,-8,-2,-2.5,-4,0
O=C(N/N=C/c1cccc([N+](=O)[O-])c1)C(=O)N1CCCCCC1,-2,1,8,16,-1,0.1,-12,0
CC1CCN(c2nnc(NC(=O)Cn3c(=O)oc4ccccc43)s2)CC1,-2,0,3,-12,1,-0.5,6,6
CCOC(=O)/C(C#N)=C1/C=CN(C)C(C)=N1,-1,-1,1,4,0,2.1,-4,-1
CN(Cc1cccs1)c1nc(-c2cccnc2)nc2ccccc12,2,-4,10,1,-8,3.2,3,2
O=C(Cn1ccc2ccccc2c1=O)NCCC(=O)Nc1cccnc1,-1,-3,-7,-8,0,1.4,4,3
CCCCNC(=O)c1c[nH]c2ccc(S(=O)(=O)Nc3ccc(OCC)cc3)cc2c1=O,7,-6,1,0,0,-12,-4,-15
CCNc1cc(Nc2c(C)n(C)n(-c3ccccc3)c2=O)c([N+](=O)[O-])c2nonc12,-2,-3,8,-2,7,0.8,4,5
CCc1nc(NCc2ccccn2)c2oc3ccccc3c2n1,-1,-7,-20,-1,-2,11,-14,-74
COC(=O)CSc1ccc2nnc(CCNS(=O)(=O)c3ccccc3)n2n1,-1,-5,-9,-6,-1,-0.6,7,-6
COc1cc(C(=O)N/N=C/c2ccc(OC(=O)c3ccccc3)c(OC)c2)ccc1O,-1,-4,2,-8,1,0.0,4,3
O=C(COC(=O)C1CC(=O)N(CCc2ccccc2)C1)c1ccc[nH]1 (centres undefined),1,-6,4,2,0,0.7,-3,-3
Cc1csc(N/N=C/c2ccccc2F)n1,-3,-9,-7,0,-7,-0.1,0,8
CCCCCOc1ccc(C(=O)NCCC(=O)NCCCC(=O)OCC)cc1,1,-7,4,10,-2,3.1,-8,-7
Cn1c(SCC(=O)NCC2CCCO2)nc2c(c1=O)SCC2 (centres undefined),7,-7,4,-1,-5,1.9,9,-1
O=C(OC(C(=O)NCc1ccc2c(c1)OCO2)c1ccc(Cl)cc1)c1ccco1 (centres undefined),-15,-3,13,9,-1,0.6,-1,1
CCSc1nc2ccccc2c(=O)n1Cc1ccc(F)cc1,-1,2,23,4,1,9.0,-7,-8
O=S(=O)(NCCN1CCCC1)c1ccc(Cl)cc1,-1,-8,0,9,-1,-1.6,2,25
COc1ccc(Cl)cc1C(=O)CSc1nnnn1C,2,-6,14,-1,0,-3.8,2,-10
OCC1(O)OC[C@@H](O)[C@H]1O (some centres undefined),0,-7,3,-5,-7,-4.0,0,1
Cc1ccc(-c2nc(Nc3ccc(O)cc3)c3ccccc3n2)cc1,34*,-8,-1,1,-4,2.3,1,7
CCCn1nnc(NC(=O)c2ccccc2Br)n1,-1,-5,-14,-4,-1,0.9,2,-19
CN(C)Cc1ccc(CNC(=O)COc2ccc3ccccc3c2)cc1,-3,-9,14,29,-3,0.6,-2,7
CCCC(=O)NCCc1nc2ccccc2n1CCC,0,-4,5,-8,-4,-1.1,-2,5
O=C(NCc1ccco1)c1cccc(S(=O)(=O)N2CCc3ccccc32)c1,6,-4,15,-15,3,-0.1,-6,-1
COC(=O)COc1ccc(S(=O)(=O)N2CCN(c3ccccc3F)CC2)cc1,-5,-3,-8,-4,0,1.2,-1,-16
COC(=O)CSc1cc(C(F)(F)F)nc(-c2ccccn2)n1,-2,3,2,-5,2,3.2,-8,2
CN(C)c1ccc(S(=O)(=O)NCC(=O)NCCOc2ccccc2F)cc1[N+](=O)[O-],0,-8,7,-11,3,-0.8,7,-6
Cc1nc(Cl)sc1C(=O)Nc1ccccc1,-1,0,-7,-18,-2,-0.2,-3,-4
COc1ccc(S(=O)(=O)N(C)C[C@@H]2Oc3ccc(NS(=O)(=O)c4cn(C)cn4)cc3C(=O)N([C@@H](C)CO)C[C@@H]2C)cc1,-1,-5,-3,-7,-4,-1.6,4,-1
O=C(C(=O)N1CCc2ccccc2C1)c1cn(CC(=O)N2CCCC2)c2ccccc12,-1,-2,4,-10,-2,-0.1,-18,-3
Cc1ccc(C)c(NC(=S)N2CCN(S(=O)(=O)c3ccccc3)CC2)c1,0,-8,6,-5,-3,0.2,-1,-9
CCN(CC)CCCCNc1ncc2cc(-c3cc(OC)cc(OC)c3)c(NC(=O)NC(C)(C)C)nc2n1,0,-7,-2,9,1,22,-2,28

# Printed as active in MPTP inh, among the entries above:
structure | NR3A LBD binder | A3G deaminase | CCR6 antag | EBI2 antag | A3A deaminase | MPTP inh | CXCR6 inh
N/C(=N\OC(=O)Nc1ccc(Cl)cc1)c1ncc(C(F)(F)F)cc1Cl | 7 | -5 | 1 | -16 | -3 | 56* | 0
